HepG2 viability – kills HepG2 cells in TGF-b inhibitor counter-screen | HepG2 CAGA-GFP viability, ATP luminescence, 18 h | Potency, µM (top dose mostly 46.1 µM), for the others: top-dose activity change, negative = cytotoxicity, most hits filed as cytotoxic | hit rate 0.76% among 410,000 | AID 588856; further: potency means the concentration at half of the fitted maximal effect; some results filed as inactive show a strong effect at the top dose
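CellTiter-Glo luminescence gave cytotoxicity after 18 hours at 37 degrees C. The cells were HepG2 CAGA-GFP in 1% FBS DMEM, stimulated with 500 pg/mL TGF-beta after compound addition. %Activity was normalised to no-cell wells (complete cell-killing) and DMSO (no toxicity), and curves were fitted and classified.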
ATXN2 expr inh – reduces ATXN2 reporter expression in HEK-293 cells; HEK-293 ATXN2-luciferase reporter, luminescence, 24 h; Potency, µM (doses to about 57 µM), without a hit: at the top dose activity change, negative = inhibition, actives largely listed as inhibitors; hit rate 0.72% among 360,000; AID 1745845; further: potency means the concentration at half of the fitted maximal effect; on the % scale 0 is the no-effect control and ±100 the full control effect; nearly all actives have a fitted effect of over 55% in size
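ATXN2-luciferase reporter cells (luciferase flanked by upstream and downstream ATXN2 gene portions) were treated 24 h at 37 °C with compounds at up to 57 uM. SteadyGlo luminescence gave expression; GF-AFC fluorescence gave viability.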
A549 viability – counter-screen for Nrf2 inhibitors: cytotoxicity in A549 cells; A549 ARE-Fluc cells, CellTiter-Fluor viability, 18-24 h; Potency, µM (series often up to 46 µM), for inactives: at the top dose activity change, negative = cytotoxicity, most hits filed as inhibitors; hit rate 0.16% among 390,000; AID 504648; further: potency means the concentration at half of the fitted maximal effect; on the % scale 0 is the no-effect control and ±100 the full control effect
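A549 ARE-Fluc cells in 5% FBS OPTI-MEM, 5000 cells/well, rested 2 h then exposed to compounds in concentration-response for 18-24 h at 37 °C. Viability by CellTiter-Fluor fluorescence (Ex 405/Em 525) after 30 min; luciferase luminescence (BugLite, 15 min, RT) read afterwards.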
Nrf2 ARE act – activators of Nrf2 (ARE) signaling. AREc32 ARE-luciferase reporter (MCF7-derived line), luminescence, 24 h. Potency, µM (titrated, usually from 46.1 µM), for inactives: at the highest dose activation, actives largely listed as activators. hit rate 0.31% among 410,000. AID 624171; further: potency means the concentration at half of the fitted maximal effect; % of control where 0% means no effect; nearly all actives have a fitted effect of over 65% in size
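Reporter line AREc32 (ARE-Fluc), seeded overnight in OPTI-MEM with 5% FBS; compound pin-transferred, 24 hr at 37 deg C, 5% CO2; luminescent read-out.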
Nrf2 block – blocks Nrf2 signaling; A549 ARE-Fluc reporter, luciferase luminescence, 18-24 h; Potency, µM (titrated, usually from 46 µM), for inactives: top-dose activity change, negative = inhibition, most hits filed as inhibitors; hit rate 2.1% among 360,000; further: potency means the concentration at half of the fitted maximal effect; on the % scale 0 is the no-effect control and ±100 the full control effect; nearly all actives have a fitted effect of over 60% in size
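Two sequential reads on A549 ARE_Fluc cells exposed to compound for 18-24 h: a CellTiter-Fluor fluorescence read for viability, then a luciferase luminescence read for Nrf2/ARE activity.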
TGFb inhibitor – blocks TGF-b signaling. HepG2 CAGA-GFP TGF-b/SMAD3 reporter, GFP fluorescence, 18 h; TGF-beta stimulated, 500 pg/mL final. Potency, µM (top dose mostly 46.1 µM), for inactives: at the top dose activity, negative = inhibition, hits mostly inhibitors. hit rate 1.2% among 410,000; further: potency means the concentration at half of the fitted maximal effect; on the % scale 0 is the no-effect control and ±100 the full control effect; nearly all actives have a fitted effect of over 65% in size
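Read-out: total well GFP (ex488/em500-530) summed from mean per-cell fluorescence. Cells: HEPG2 CAGA-GFP, 1% FBS DMEM, 18 h at 37 degrees C with 500 pg/mL final TGF-beta. Unstimulated wells served as the full-inhibition control; stimulated DMSO wells = 0%.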
EPAC2 ag – activates human EPAC2 exchange factor. Q8WZA2. EPAC2 activation, biochemical qHTS; response scale: 100% = 6.5 mM cAMP response. Potency, µM (titrated, usually from 154 µM), without a hit: top-dose activation, hits mostly activators. hit rate 0.079% among 360,000; further: potency means the concentration at half of the fitted maximal effect; nearly all actives have a fitted effect of over 50% in size
Target sequence (Q8WZA2 whole entry, looked up): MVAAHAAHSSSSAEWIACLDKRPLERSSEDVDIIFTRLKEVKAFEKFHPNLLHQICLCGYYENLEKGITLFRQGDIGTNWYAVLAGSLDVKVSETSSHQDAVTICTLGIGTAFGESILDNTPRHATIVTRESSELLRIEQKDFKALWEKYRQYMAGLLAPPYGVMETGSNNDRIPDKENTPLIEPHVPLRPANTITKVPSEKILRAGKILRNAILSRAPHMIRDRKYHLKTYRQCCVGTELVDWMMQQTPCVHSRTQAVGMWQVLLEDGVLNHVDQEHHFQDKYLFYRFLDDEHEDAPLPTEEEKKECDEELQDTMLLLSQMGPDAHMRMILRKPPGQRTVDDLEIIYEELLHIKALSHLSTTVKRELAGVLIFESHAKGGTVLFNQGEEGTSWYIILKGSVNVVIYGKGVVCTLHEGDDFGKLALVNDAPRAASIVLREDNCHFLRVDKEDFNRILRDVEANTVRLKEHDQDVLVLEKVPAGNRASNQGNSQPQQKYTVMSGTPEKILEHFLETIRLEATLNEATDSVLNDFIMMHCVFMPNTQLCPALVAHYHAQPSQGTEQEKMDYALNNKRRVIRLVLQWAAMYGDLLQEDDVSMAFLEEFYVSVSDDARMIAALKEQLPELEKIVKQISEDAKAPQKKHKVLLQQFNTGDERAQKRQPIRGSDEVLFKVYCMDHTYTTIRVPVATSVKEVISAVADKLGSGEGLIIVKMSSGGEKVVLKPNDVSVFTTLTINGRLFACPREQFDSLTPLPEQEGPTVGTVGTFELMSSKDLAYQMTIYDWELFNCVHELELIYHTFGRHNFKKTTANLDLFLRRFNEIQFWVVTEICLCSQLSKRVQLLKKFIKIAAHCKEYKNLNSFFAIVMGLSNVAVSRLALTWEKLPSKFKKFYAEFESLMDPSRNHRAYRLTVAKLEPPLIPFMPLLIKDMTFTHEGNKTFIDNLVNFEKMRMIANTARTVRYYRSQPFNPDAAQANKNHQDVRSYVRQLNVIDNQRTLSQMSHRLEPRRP
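Setup: EPAC2 100 nM, labeled Rap1B complex 250 nM, free GDP 50 uM. Compound titrations pinned in, brief spin, 5 min room temperature incubation. Kinetic fluorescence read over 30 min, normalized to 6.5 mM cAMP.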
ATXN viability – viability counter-screen for ATXN expression inhibitors | S2 cells (HEK-293 line with an ATXN2-luciferase reporter) viability, CellTiter-Fluor protease fluorescence, 24 h | Potency, µM (series often up to 56.7 µM), actives largely listed as cytotoxic | hit rate 0.49% among 400,000; further: potency means the concentration at half of the fitted maximal effect; nearly all actives have a fitted effect of over 40% in size
IL2 activator – activates IL-2 in a cell-based reporter assay | activation, % (series mostly up to about 46 µM) | hit rate 0.065% among 360,000 | IL-2 activation reporter assay, cell-based qHTS; stimulated with anti-CD3/CD4/CD28 beads; in transgenic mouse T cells; in the data active means activation above about 50%; inconclusive means mostly about 30% to 49%; further: 0% is about no effect
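Using fluorescent plate cytometry, EGFP and DsRed are detected in transgenic mouse T cells stimulated 18 h at 37 degrees C with antibody-coated beads after 60 min compound pretreatment.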
* = called active by the depositor; i = inactive; ? = inconclusive; . = not tested or not shown; & = joins results of further samples; [ ] = dose if it differs, or a comment. Unless noted, the call rests on the fitted dose curve; in most records, active means well fitted curve in the direction sought with a large enough effect; inconclusive means small, poorly fitted or top-dose-only effect, or another doubt; inactive means no such curve, though single readings can be large; an effect the other way counts as inactive or inconclusive.

SMILES | HepG2 viability | ATXN2 expr inh | A549 viability | Nrf2 ARE act | Nrf2 block | TGFb inhibitor | EPAC2 ag | ATXN viability | IL2 activator
CCOc1c(S(=O)(=O)N2CCCC2)ccc(Cl)c1Cl | -6% | -6% | 0% | 0.6% | -1% | -8% | 13% | i | -0.7
O=C(Nc1nccs1)c1ccc(Cl)cc1[N+](=O)[O-] | -7% | 11% | 20% | 2.2% | 2% | -1% | 3% | i | -1.5
COc1ccc(OC)c(NC(=O)CCNC(=O)Cn2cnc3ccccc3c2=O)c1 | 0%&-4% | -13%&5% | 3%&-8% | 0.5%&0.3% | -1%&-18% | 1%&1% | 0% | i | 4.7
O=C(NC1CC1)c1cc2c(s1)CS(=O)(=O)C2 | 19% | 27% | 3% | -0.5% | -11% | 15% | 0% | i | 1.6
COCC(=O)N1CCC(Oc2ccc(C(=O)NC3CCOC(C)(C)C3)cc2)CC1 (stereo not given) | -18% | 4% | -1% | -1.0% | 4% | -17% | 2% | i | -2.9
Cc1ccc(-n2ncc3c(NCCCN4CCCC4=O)ncnc32)c(C)c1 | -22% | 4% | 0% | 1.9% | -5% | 3% | -9% | i | -4.3
Cn1cnnc1SCC(=O)Nc1sc2c(c1C(N)=O)CCC2 | 10% | -5% | 4% | 0.0% | 8% | 17% | 8% | i | -2.8
CCN(C[C@H]1N[C@@](CC)(C(=O)OC)[C@H]2C(=O)N(Cc3ccccc3)C(=O)[C@@H]12)C(C)=O | -4% | 2% | 2% | -0.5% | 5% | 18% | 13% | i | 0.7
O=C(c1ccccc1NS(=O)(=O)c1cccc([N+](=O)[O-])c1)N1CCCC1 | 3% | -27% | -2% | -1.5% | ? | ? | -2% | ? | -2.8
C[C@H](CO)N1C[C@H](C)[C@@H](CN(C)Cc2ccncc2)Oc2c(NC(=O)C3CCCCC3)cccc2C1=O | -40% | 8% | -4% | -0.2% | -24% | -17% | -3% | i | 0.0
FC(F)(F)c1cc(-c2ccco2)nc(NCc2ccco2)n1 | -23% | -20% | -1% | 10µM* | 6% | -4% | 0% | i | 2.8
COc1cccc(-c2nnc(SCCC(=O)O)n2C)c1 | 3% | -9% | 1% | -0.1% | -14% | -9% | 7% | i | -2.3

Two neighbouring entries out of the list so far, for reference:
SMILES | HepG2 viability | ATXN2 expr inh | A549 viability | Nrf2 ARE act | Nrf2 block | TGFb inhibitor | EPAC2 ag | ATXN viability | IL2 activator
CCOc1c(S(=O)(=O)N2CCCC2)ccc(Cl)c1Cl | -6% | -6% | 0% | 0.6% | -1% | -8% | 13% | i | -0.7
O=C(Nc1nccs1)c1ccc(Cl)cc1[N+](=O)[O-] | -7% | 11% | 20% | 2.2% | 2% | -1% | 3% | i | -1.5

New compounds follow
SMILES | HepG2 viability | ATXN2 expr inh | A549 viability | Nrf2 ARE act | Nrf2 block | TGFb inhibitor | EPAC2 ag | ATXN viability | IL2 activator
Nc1nc(-c2ccc(Oc3ccccc3)cc2)cs1 | -15% | . | -1% | 5.6% | 26% | -18% | 20% | i | 0.1
CC1CCCC(C)N1NC(=O)c1cccc(S(=O)(=O)N2CCc3ccccc32)c1 (stereo not given) | -31% | 0% | -8% | 2.9% | -15% | -20% | -4% | i | -0.3
O=C(Oc1ccccc1N1C(=O)C2CCCCC2C1=O)c1ccccc1 (stereo not given) | -55% | -6% | 1% | -0.6% | -18% | 4% | 5% | i | 0.2
Cc1ccc(OCCCC(=O)Nc2ccc(S(=O)(=O)N3CCOCC3)cc2)cc1 | -20% | -35% | -7% | 0.4% | -12% | -21% | 18% | i | -0.5
O=C(NCCc1ccccc1)C1CCCN(S(=O)(=O)c2cccc3nonc23)C1 (stereo not given) | -2% | -6% | 7% | -0.3% | . | -8% | -6% | i | -1.9
COc1ccc(-c2nnc(SCC(=O)NCC3CCCO3)o2)cc1 (stereo not given) | -2% | 1% | 1% | 0.1% | -13% | 47%[activator] | 2% | i | -1.6
N#Cc1nc(-c2ccc(OCc3ccc(Cl)cc3)cc2)oc1N1CCCCC1 | -9% | . | 3% | . | 11% | -1% | . | . | .
CC(=O)N1CCc2ccccc2C1CC(=O)O (stereo not given) | 6% | 2% | 1% | 0.1% | 3% | 15% | 7% | i | -2.5
C=C1[C@H]2O[C@H]2[C@@H](OC(C)=O)[C@@]2(C)[C@@H](OC(C)=O)C[C@@H](OC(C)=O)[C@@](C)(O)[C@@H]2[C@@H](OC(C)=O)[C@@]2(O)[C@@H](C)C(=O)O[C@H]2[C@H]1Cl | 1% | 3% | 9% | 0.3% | -3% | 14% | 8% | i | 0.9
Cc1ccc(NC(=O)CCc2nc3sc4c(c3c(=O)[nH]2)CCCC4)c(Br)c1 | -7% | -3% | -1% | 2.5% | 16% | 9% | 6% | i | -0.8
COCc1nnc(NC(=O)CCSc2ccccc2)s1 | 1% | 20% | -30% | 0.6% | -16% | -1% | 2% | i | 0.1
CC(C)CNS(=O)(=O)c1ccc(S(=O)(=O)N2CCCN(Cc3ccccc3)C2)cc1 | -20% | -7% | 4% | -0.2% | 5% | 1% | -3% | i | 0.1
C/C(=N\Nc1ccc([N+](=O)[O-])cc1)c1ccc(N)cc1 | -8% | 36%[activator] | -20% | 7.9% | 4% | -4% | 10% | i | -0.2
C=CCNC(=S)N1CCc2c([nH]c3ccccc23)C1C (stereo not given) | 1% | -9% | 4% | 3.0% | 15% | ? | 4% | i | 0.1
Cn1c(SCCOc2ccccc2Cl)nnc1-c1ccncc1 | 10% | -18% | -2% | -0.8% | -18% | -24% | 1% | i | 10
CNc1nc(SCC(=O)OC)nc(N2CCOCC2)n1 | -8% | -5% | 13% | -0.5% | 5% | -16% | 1% | i | -1.7
COc1ccc(-n2ncc3c2CC(C)(C)CC3NC(=O)c2ocnc2C)cc1 (stereo not given) | -2% | 11% | -12% | 0.4% | -1% | -3% | 3% | i | -1.9
CCOC(=O)C1C(C(=O)OC)=C(C(=O)OC)c2ccccc2N1S(=O)(=O)C(F)(F)F (stereo not given) | -2% | 1% | -1% | -0.3% | 17% | 2% | 1% | i | -0.5
COCc1cc(=O)n2[nH]c(-c3cccc(Br)c3)cc2n1 | -2% | 37% | 0% | 10% | . | 9% | 3% | ? | -0.5
COC(=O)N/N=C(\C)c1ccc(OC(F)F)cc1OC(F)F | 1% | -7% | -3% | -0.5%[9.22 µM] | -1% | -1% | -1% | ? | 0.1
CC1CCC(NC(=O)Cn2c(=O)oc3cc(S(=O)(=O)N4CCCC4)ccc32)CC1 (stereo not given) | -11% | -3% | 2% | 0.1% | -22% | -2% | 7% | i | 0.4
COc1cccc(N2CCN(S(=O)(=O)c3cc(-c4cc(C)no4)ccc3C)CC2)c1 | -16% | -5% | -2% | -0.3% | . | ? | . | i | .
Nc1ncnc2c1ncn2[C@@H]1O[C@H](CNS(=O)(=O)c2ccc3c(c2)CCN(C(=O)C(F)(F)F)C3)[C@@H](O)[C@H]1O | 0% | -5% | 3% | -1.3% | -10% | 5% | -2% | i | 0.8
O=C(CN1C(=O)CCSc2ccccc21)Nc1ccccc1F | 1% | 3% | -5% | -0.8% | 7% | -5% | . | i | .
Cc1nc2ccc(S(=O)(=O)Nc3cccc(-c4nc5cccnc5s4)c3C)cc2s1 | -41% | -28% | -9% | -2.7% | 23µM* | -31% | ? | i | -5.6
O=C(Cc1ccc(O)cc1)N/N=C/c1cccs1 | 11% | 17% | 2% | -0.5% | -2% | -1% | 14% | i | -0.5
CCOC(=O)C1(C)CCCN1C(=O)c1cccc(OC)c1 (stereo not given) | -3% | 9% | . | 0.3% | . | 6% | 8% | i | 0.3
COc1ccc(-c2nc3ccccc3o2)cc1NC(=O)c1ccc(OCC(C)C)cc1 | -92% | 15% | 3% | 3.7% | -11% | -13% | . | i | .

Some of these compounds in order of length of the SMILES, highest first.
SMILES | HepG2 viability | ATXN2 expr inh | A549 viability | Nrf2 ARE act | Nrf2 block | TGFb inhibitor | EPAC2 ag | ATXN viability | IL2 activator
Nc1ncnc2c1ncn2[C@@H]1O[C@H](CNS(=O)(=O)c2ccc3c(c2)CCN(C(=O)C(F)(F)F)C3)[C@@H](O)[C@H]1O | 0% | -5% | 3% | -1.3% | -10% | 5% | -2% | i | 0.8
CCOC(=O)C1C(C(=O)OC)=C(C(=O)OC)c2ccccc2N1S(=O)(=O)C(F)(F)F (stereo not given) | -2% | 1% | -1% | -0.3% | 17% | 2% | 1% | i | -0.5
CC1CCC(NC(=O)Cn2c(=O)oc3cc(S(=O)(=O)N4CCCC4)ccc32)CC1 (stereo not given) | -11% | -3% | 2% | 0.1% | -22% | -2% | 7% | i | 0.4
Cc1nc2ccc(S(=O)(=O)Nc3cccc(-c4nc5cccnc5s4)c3C)cc2s1 | -41% | -28% | -9% | -2.7% | 23µM* | -31% | ? | i | -5.6
COc1ccc(-c2nc3ccccc3o2)cc1NC(=O)c1ccc(OCC(C)C)cc1 | -92% | 15% | 3% | 3.7% | -11% | -13% | . | i | .
COc1ccc(-n2ncc3c2CC(C)(C)CC3NC(=O)c2ocnc2C)cc1 (stereo not given) | -2% | 11% | -12% | 0.4% | -1% | -3% | 3% | i | -1.9
COCc1cc(=O)n2[nH]c(-c3cccc(Br)c3)cc2n1 | -2% | 37% | 0% | 10% | . | 9% | 3% | ? | -0.5
CCOC(=O)C1(C)CCCN1C(=O)c1cccc(OC)c1 (stereo not given) | -3% | 9% | . | 0.3% | . | 6% | 8% | i | 0.3
CNc1nc(SCC(=O)OC)nc(N2CCOCC2)n1 | -8% | -5% | 13% | -0.5% | 5% | -16% | 1% | i | -1.7
O=C(Cc1ccc(O)cc1)N/N=C/c1cccs1 | 11% | 17% | 2% | -0.5% | -2% | -1% | 14% | i | -0.5
